# Growth percent in the NCI-60 one-dose screen (48 h, 10 µM unless noted): 100 = growth as untreated, 0 = no growth, -100 = all killed.
# NCI-H322M – NCI-H322M lung cancer; 80,000 tested, 2.7% active
# NCI-H23 – NCI-H23 lung cancer; 80,000 tested, 4% active
# NCI-H522 – NCI-H522 lung cancer | 78,000 tested, 8% active
# COLO 205 – COLO 205 colon cancer; 79,000 tested, 7.3% active; AID 1794742
# IGROV1 – IGROV1 ovarian cancer | 79,000 tested, 4.7% active
# SK-OV-3 – SK-OV-3 ovarian cancer cells. 80,000 tested, 3.2% active
# NCI/ADR-RES – NCI/ADR-RES ovarian cells. 81,000 tested, 4.4% active. AID 1794790
# NCI-H226 – NCI-H226 lung cancer; 79,000 tested, 3.5% active; AID 1794732
# NCI-H460 – NCI-H460 lung cancer; 82,000 tested, 6.8% active; AID 1794736
# An asterisk follows results filed as active; . = no result given; & = joins results of further samples. The calls were made as follows: active = growth percent below 10; inactive = the rest. Hits appear at their usual frequency (roughly 11% active in at least one column).
molecule,NCI-H322M,NCI-H23,NCI-H522,COLO 205,IGROV1,SK-OV-3,NCI/ADR-RES,NCI-H226,NCI-H460
CCOC(=O)C1(NC(=O)C2(N3C(=O)c4ccccc4C3=O)CCCC2)CCCC1,115,103,.,113,131,104,111,97,113
CC1(C)C(N)=Nc2cc(OCCCCN3Cc4ccc(OCc5cn(CC(=O)N6CCC(CCN7CCCC7)CC6)nn5)cc4C3)c(OCC3CC3)cc21,103,104,98,111,95,107,108,101,102
CN(C)CCCN1c2ccccc2Sc2ccc(Cl)cc21,71&105&77,111&112&90,98&72,68&102&51,63&70,76&24,89&109&85,92&98&106,100&105&101
Cn1c(SCC(=O)c2ccc(Cl)cc2Cl)nc2ccccc2c1=O,101,.,74,109,86,.,.,81,100
COc1cc2nc(SCC(=O)NC3CCCCC3)n(-c3ccc(S(=O)(=O)Nc4ccc(Cl)nn4)cc3)c(=O)c2cc1OC,107,103,88,111,106,106,104,102,99
FC(F)(F)c1ccc2nc[nH]c2c1,99,104,85,103,107,92,105,91,82
Cc1nc2ccccc2c(/C=C/c2ccc(C(F)(F)F)cc2)c1C(=O)/C=C/c1ccccc1,20,-13*,-62*,-55*,-37*,48,-34*,-0.7*,-75*
COc1ccc(-n2ncn(Cc3ccc(Cn4cnn(-c5ccc(OC)cc5)c4=O)cc3)c2=O)cc1,89,87,64,.,100,80,93,75,87
CCSc1nc2ncnc(N(C)C)c2c(=O)[nH]1,102,103,88,111,108,100,109,101,106
Nc1cc(=O)[nH][nH]1,102&107,109&103,88&107,98&125,101&120,96&111,106&105,89&114,106&107
COc1cc2c(cc1[N+](=O)[O-])-c1ccc([N+](=O)[O-])cc1/C2=N/NC(N)=S,94,72,36,67,48,97,70,63,30
C=C(C[C@@](O)(C(=O)Oc1ccccc1)C(=O)C1CCCCC1)c1ccccc1,112,103,92,120,110,105,101,108,107
O=C(O)C1(Nc2ccccc2Cl)CCCC1,103&109,105&97,88&76,109&107,124&107,101&102,109&99,108&99,105&103
Cc1cc2c(cc1C)[n+](Cc1ccc3ccccc3c1)cn2Cc1ccc2ccccc2c1,-8.3*,-72*,.,-68*,-85*,-27*,81,-26*,-77*
CN(C)CCC=C1c2ccccc2C=Cc2ccccc21,107&103&87,99&97&85,108&87&88,85&91&53,82,96&97&85,103&101&74,109&99&99,115&108&99
CC(CNC1CCCCC1)OC(=O)c1ccc([N+](=O)[O-])cc1 (centres undefined),98,102,82,108,102,109,97,102,103
CCOP(=O)(OCC)OCCOCCOP(=O)(OCC)OCC,103,112,.,117,103,106,107,102,105
COc1ccc(-c2ccc(-c3ccc(-c4ccc(C(=N)N)cc4)s3)s2)cc1OC,111,89,100,-15*,16,.,84,97,98
CN1CCN(C(=O)Cn2c(-c3ccccc3)csc2=N)CC1,90,90,82,103,93,89,93,85,99
c1ccc(-c2cnnc3c4ccccc4nn23)cc1,105,88,98,152,83,112,97,91,117

# Two entries from above, with each value named.
> CCOC(=O)C1(NC(=O)C2(N3C(=O)c4ccccc4C3=O)CCCC2)CCCC1
  NCI-H322M = 115	NCI-H23 = 103	NCI-H522 = .	COLO 205 = 113	IGROV1 = 131	SK-OV-3 = 104	NCI/ADR-RES = 111	NCI-H226 = 97	NCI-H460 = 113

> CC1(C)C(N)=Nc2cc(OCCCCN3Cc4ccc(OCc5cn(CC(=O)N6CCC(CCN7CCCC7)CC6)nn5)cc4C3)c(OCC3CC3)cc21
  NCI-H322M = 103	NCI-H23 = 104	NCI-H522 = 98	COLO 205 = 111	IGROV1 = 95	SK-OV-3 = 107	NCI/ADR-RES = 108	NCI-H226 = 101	NCI-H460 = 102

# Continuation.
molecule,NCI-H322M,NCI-H23,NCI-H522,COLO 205,IGROV1,SK-OV-3,NCI/ADR-RES,NCI-H226,NCI-H460
CC(C)CC(O)C(C)C (centres undefined),100,107,89,107,96,100,106,116,107
COc1ccc2nc(NC(=O)CN3CCn4c(nnc4C(F)(F)F)C3)sc2c1,99,92,.,109,93,105,94,92,100
COc1ccc(-c2cc(-c3ccc(Cl)cc3)nc(SCCCC(=O)NO)n2)cc1,.,1.0*,-12*,2.0*,3.0*,6.0*,-34*,-2.2*,0.5*
O=C(NC(=O)c1c(Cl)nc2sccn12)Nc1ccc(Cl)cc1,78,76,77,103,84,65,87,78,91
CC1(C)N=C(N)N=C(N)N1c1cccc(C#N)c1,65,75,66,67,43,83,75,68,22
COc1ccc(-c2cc(-c3ccccc3)c(C#N)c(=O)[nH]2)c(OC)c1,106,95,91,113,80,105,100,97,100
CC(=O)c1c(OCC#N)ccc2c(C)cc(=O)oc12,113,109,77,104,116,110,118,112,103
Cc1ccc(-c2ccnc3c(-c4ccccc4)c(Nc4ccccc4)nn23)cc1,96,.,86,91,87,109,93,111,101
O=C(COc1cccc(/C=C2\CSc3ccccc3C2=O)c1)c1ccc(Cl)cc1,.,-7.2*,-77*,96,.,104,7.2*,80,68
O=C(O)c1ccccc1C(=O)c1ccc(Cl)cc1,115,103,111,.,105,99,.,104,111
CC(=O)Nc1nc(-c2cccc(NS(=O)(=O)c3cccc4c(N(C)C)cccc34)c2)cs1,95,54,42,62,74,72,61,47,67
CCN1CC(C)(C)N(C(=O)c2ccccc2)CC1(C)C,111,105,101,110,148,111,107,104,109
COc1ccc(OC)c(-c2cc(-c3ccc(Cl)cc3)c(C#N)c(SCc3ccccc3)n2)c1,95,84,68,.,80,79,84,99,101
CCC(C)n1c(=N)c(S(=O)(=O)c2ccccc2)cc2c(=O)n3ccccc3nc21 (centres undefined),77,98,95,126,102,109,88,88,112
COc1cc2c3c(n(C4CCC(O)CC4)c(=O)c2cc1OC)-c1cc2c(cc1C3=O)OCO2 (centres undefined),.,59,22,58,71,40,64,45,12
NCc1ccc(Cl)c(Cl)c1,101,89,88,118,101,102,98,104,106
C=CCCCOC1[C@H](OCc2ccccc2)C(OCc2ccccc2)C(OC)O[C@@H]1CNC(=O)c1cccc(-c2ccccc2)c1 (some centres undefined),87,79,67,108,114,87,73,72,82
CCCC(C(O)CC)[N+](=O)[O-] (centres undefined),103,107,106,104,112,98,106,94,104
CCOc1ccc(-n2cnc3c(=O)[nH]c(N)nc32)cc1,.,100,.,116,.,122,103,106,102
CC(CO)N1CCCCCC1 (centres undefined),98,103,90,124,105,105,102,96,103

# Single records (already shown). Order of values: NCI-H322M | NCI-H23 | NCI-H522 | COLO 205 | IGROV1 | SK-OV-3 | NCI/ADR-RES | NCI-H226 | NCI-H460
# CC(=O)Nc1nc(-c2cccc(NS(=O)(=O)c3cccc4c(N(C)C)cccc34)c2)cs1 as listed: 95 | 54 | 42 | 62 | 74 | 72 | 61 | 47 | 67
# O=C(COc1cccc(/C=C2\CSc3ccccc3C2=O)c1)c1ccc(Cl)cc1 as listed: . | -7.2* | -77* | 96 | . | 104 | 7.2* | 80 | 68
# O=C(O)c1ccccc1C(=O)c1ccc(Cl)cc1 as listed: 115 | 103 | 111 | . | 105 | 99 | . | 104 | 111

# Following part.
molecule,NCI-H322M,NCI-H23,NCI-H522,COLO 205,IGROV1,SK-OV-3,NCI/ADR-RES,NCI-H226,NCI-H460
Cc1nc2ccc(Nc3nc(Cl)nc(N4CCOCC4)n3)cc2n1Cc1ccccc1,51,16,-39*,100,-1.2*,94,.,82,91
Cc1ccc(S(=O)(=O)Nc2ccccc2)cc1[N+](=O)[O-],104,104,76,111,107,107,102,110,110
O=C1/C(=N\O)CC(c2ccccc2)N1c1ccccc1 (centres undefined),.,93,.,104,.,114,106,104,105
COc1cc(CNC(=O)C[C@H](C)CCC=C(C)C)ccc1OCc1cn(-c2cccc(C(F)(F)F)c2)nn1,90,79,83,74,102,89,44,72,15
O=C(O)CCCc1ccccc1,.,103,.,110,121,110,103,108,115
CC1(C)CC(=O)C2=C(C1)N(c1ccc(OC(F)(F)F)cc1)C(N)=C(C#N)C2c1ccc(Cl)cc1 (centres undefined),91,86,63,97,90,63,88,91,94
CCCCC[n+]1ccc(SCC(=O)N(C)c2cccc(Cl)c2)c2ccccc21,103,84,75,104,105,110,95,96,104
CCOc1ccc(-n2nc(C(=O)Nc3cc(F)cc(F)c3)nc2-c2cc(OC)c(OC)c(OC)c2)cc1,85,84,62,90,85,93,82,77,95
Oc1ccccc1CNCc1ccccc1,89,100,94,99,91,97,95,101,104
Cc1cc(N=Cc2ccc(Cl)cc2)c(N=Cc2ccc(Cl)cc2)cc1C,82,62,44,61,47,89,74,106,67
O=C1C=COC2(C1)C(=O)Nc1ccccc12 (centres undefined),102,.,102,115,101,105,105,93,105
O=C1NN=C2CCCCCCCCCCC12 (centres undefined),104,99,105,106,.,97,102,101,106
Nc1cc2c(O)cc(S(=O)(=O)O)cc2cc1S(=O)(=O)O,94&110,97&88,98&88,116,104&81,113&95,106,81&97,103&102
O=c1oc2c(cc1-c1ccc([N+](=O)[O-])cc1)C(O)Oc1ccccc1-2 (centres undefined),107,89,.,93,.,100,72,101,97
COc1ccc(-c2nc(SCC(C)C)nc(N/N=C(/C)c3ccc(OC)c(OC)c3)c2C#N)cc1,80,90,81,110,79,93,90,94,66
COc1ccc(/C=C/C(=O)Nc2ccc(-c3nc4ccc(OC)cc4s3)cc2)cc1,112,95,91,121,118,104,101,100,106
CC1=NN(c2cccc(Cl)c2)C(=O)/C1=C\c1ccccn1,123,112,104,113,103,116,117,113,117
CCOC(=O)c1cc2c(n(C)c1=O)-c1cnn(-c3ccc(OC)cc3)c1CC2,.,.,83,109,115,108,114,107,108
CCOC(=O)c1ccc2n1CCCc1cnc(NC3CCCCC3)nc1-2,100,95,84,108,88,104,77,80,103
CC1CCN(C(=O)CSc2nc3sc4c(c3c(=O)[nH]2)CCCC4)CC1,104,113,90,112,88,103,109,100,120
COc1ccc(-n2cnc3c(sc4ncccc43)c2=O)cc1,111,104,94,109,115,103,112,101,109
O=C(Nc1ccc(-c2ccc3c(c2)NC(=O)/C3=C\c2ccc[nH]2)cc1)Nc1ccc(Cl)c(Cl)c1,73,38,63,58,66,95,51,78,17
Cc1cc(C)c(/C=C2\C(=O)Nc3ccc(NC(=O)CCCCC(=O)Nc4ccccc4N)cc32)[nH]1,93,89,80,104,83,95,98,68,98
COCC(OC)C(CC=C(C#N)C#N)OC (centres undefined),91,93,90,.,110,107,95,99,107
O=C(O)COc1c(Cl)c(Cl)cc(Cl)c1Cl,104,105,98,108,121,106,112,97,103
CC(C)OC(=O)[C@H](C)N[P@](=O)(OCC1=CC[C@H](n2ccc(=O)[nH]c2=O)O1)Oc1ccccc1,101,103,92,111,103,103,106,99,117
O=C(Nc1cccc(C(F)(F)F)c1)Nc1ccc(OCc2nnc(-c3ccccc3)o2)c(F)c1,62,36,1.7*,33,46,69,37,56,6.1*
CC[C@H](CC[C@@H](C)[C@H]1CC[C@H]2[C@@H]3CC(=O)C4=CC(=O)/C(=C/c5ccc(Br)cc5)C[C@]4(C)[C@H]3CC[C@]12C)C(C)C,101,101,98,117,104,116,105,110,112
Cc1nn(-c2ccccc2)c2nc(NC(C)c3ccccc3)c(C#N)cc12 (centres undefined),79,84,78,89,57,84,93,76,98
CCCCSCC(=O)c1ccccc1,90,86,58,100,99,81,98,100,109
CNC(C)[C@H]1CCC2C3CC=C4C(=O)[C@@H](NC(=O)C=C(C)C)CC[C@]4(C)C3CC[C@@]21C (some centres undefined),14,30,59,-82*,9.8*,46,39,47,-25*
C#CCOc1cc(/C=N/Nc2nc(-c3ccc(Cl)cc3)cs2)ccc1O,96,80,73,87,92,97,99,96,88
CCCn1c(O)c(N=Nc2ccc(S(N)(=O)=O)cc2)c2cc(Cl)ccc21,102,100,94,114,108,107,105,98,109
Cc1cc(Oc2ccccc2)ccc1Nc1ncnc2ccc(-c3cnc(Cl)c(NS(C)(=O)=O)c3)cc12,0.9*,28,32,12,-24*,-26*,55,37,18
Cn1c(=O)c2[nH]c(/N=N/SCCO)nc2n(C)c1=O,93,99,84,108,105,87,102,110,112
CCOc1ccc(/C=N\N2CCCCCC2)cc1OCC,.,.,98,84,.,92,.,91,106
CN(C)c1ccccc1Br,118,102,100,107,.,101,104,99,109
Cc1c(NC(=O)CCCn2c(O)c(/C=C3\C=Nc4ccccc43)sc2=S)c(=O)n(-c2ccccc2)n1C,103,94,92,107,94,90,97,87,100
CNC(=O)c1cccc(N2CCc3c2ccc(NC(=O)Nc2ccccc2)c3F)c1,107,103,89,116,109,107,105,99,109
Cc1ccc(NC(=O)C(C)C)cc1,101,107,98,107,111,99,105,104,114
COc1ccc(-n2ncn(Cc3cc(=O)oc4c3ccc3ccccc34)c2=O)cc1,94,91,85,.,100,102,94,93,103
CC(O)(c1ccccc1)C(c1ccccc1)C1CCCCN1 (centres undefined),88,107,95,103,81,113,105,102,103
Cc1cc(C)c(C#N)c(Cl)n1,115,102,82,103,115,105,103,101,106
COc1ccc(NC(c2ccc(OC(F)F)c(OCC3CC3)c2)c2nnnn2C2CCCCC2)cc1 (centres undefined),91,104,79,102,95,96,95,90,88
CCSc1ccc(C(=O)O)cc1,97,104,101,119,102,109,111,91,107
O=c1[nH]c2ccc(Oc3ncccn3)cc2c(=O)n1Cc1cccc(NC(=S)Nc2ccc(F)cc2)c1,93,88,65,.,97,96,99,89,.
O=C1OC(c2ccccc2)=N/C1=C\c1ccc([N+](=O)[O-])cc1,96,100,95,109,100,109,104,94,95
COc1nc2c(cc1S(=O)(=O)c1ccccc1)CCc1c-2cnn1-c1cccc(Cl)c1,.,.,76,103,95,83,90,80,81
Cn1cc(-c2csc(-c3cn(C)c4ccc(F)cc34)n2)c2cnccc21,22,76,-76*,-80*,-25*,107,25,68,-74*

# Bioassay records (PubChem BioAssay)
